NOD1 NF-kB reporter – inhibition of NOD1-driven NF-kB reporter – cell-based, luminescence, uHTS, primary screen (AID 1578) | NOD1-driven NF-kB luciferase reporter cells, luminescence; higher % means a stronger effect | one-dose inhibition, % at 4 µM; EC50 in µM for titrated hits | actives 1% (n = 290,000); in the data active means inhibition mostly above about 36%, no sharp cut-off; inactive means mostly below about 34%;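 further: HEK-293T reporter cells stimulated with the NOD1 agonist gamma-tri-DAP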
GPR55 activation – GPR55 agonists via beta-arrestin recruitment, primary screen, imaging, U2OS cells, beta-arrestin-GFP redistribution (AID 1961) | one-dose activation, % at 10 µM; EC50 in µM for titrated hits | U2OS GPR55 beta-arrestin-GFP redistribution imaging; higher % means a stronger effect | actives 0.048% (n = 290,000);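 active means activation above 40% with more than 50 cells counted in the well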;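 further: U2OS osteosarcoma cells stably expressing GPR55 and beta-arrestin-GFP; plate controls were DMSO negative control for no effect and LPI positive control for full effect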
Dynein cargo inh – dynein cargo transport inhibition. 3617.4 mouse cells, GR-EGFP nuclear translocation imaging; test concentration mostly 20 µM; stimulated with dexamethasone, 1 µM; hits give low values. AID 1381. actives 0.47% (n = 220,000). z-score, hits read low;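 active means plate z-score of nuclear minus cytoplasmic receptor signal below a set negative limit, without overly bright fluorescence or cell loss, cut at about -3.5 in these data, passing the limit was not always enough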;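 further: z-score of nuclear minus cytoplasmic ring GR-EGFP intensity difference per well; some compounds called inactive have numbers as strong as hits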
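Buffer or medium: tet-free, stripped-serum medium; Also added: dexamethasone, 1.0 µM final; Technique: high-content fluorescence imaging after fixation; Times: 48 h induction, 1 h compound, 30 min dex at 37 °C; Read-out: per-cell GR-EGFP intensity, nucleus versus surrounding cytoplasmic ring, well-averaged.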
KOR beta-arrestin-1 – kappa opioid receptor blockers – cell-based, luminescence, uHTS (AID 1778); one-dose inhibition, % at 10 µM; IC50 in µM for titrated hits; actives 0.091% (n = 290,000); KOR beta-arrestin recruitment, luminescence, antagonist mode; higher % means a stronger effect; further: strong numbers were not always called active
NOD2 inhibition – inhibition of NOD2-driven NF-kB reporter – cell-based, luminescence, uHTS, HEK293 (AID 1566); HEK293 NOD2/NF-kB luciferase reporter, luminescence; higher % means a stronger effect; one-dose inhibition, % at 4 µM; EC50 in µM for titrated hits; actives 0.63% (n = 290,000); further: many of its hits are not listed in these tables
P. falciparum M1AAP – malaria alanyl aminopeptidase activity blockers – biochemical, fluorogenic H-Leu-NHMec substrate, 1536-well (AID 1445); recombinant M1AAP, H-Leu-NHMec fluorogenic kinetic assay; higher % means a stronger effect; one-dose inhibition, % at 30 µM; IC50 in µM for titrated hits; actives 0.42% (n = 220,000);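 active means primary inhibition above the hit cutoff, then over 50% inhibition at one or more dose response concentrations, cut at about 23% in these data, passing the limit was not always enough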;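 further: plate controls were DMSO full reaction for no effect and no enzyme background for full effect; strong numbers were not always called active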
AID2073 – inhibitors of Mint1-CaV2.2 protein interaction, biochemical, HTRF (AID 2073). HTRF protein-protein interaction, Mint1-CaV2.2; higher % means a stronger effect. one-dose inhibition, % at 20 µM; IC50 in µM for titrated hits. actives 0.19% (n = 290,000); in the data active means inhibition mostly above about 51%, no sharp cut-off; further: some results filed as inactive read as strong as hits
KOR beta-arrestin-2 – KOR agonists, beta-arrestin recruitment, primary screen, cell-based, luminescence, uHTS (AID 1777); activation, % at 10 µM; hits with a dose series show EC50 in µM; KOR beta-arrestin recruitment, luminescence; higher % means a stronger effect; actives 0.02% (n = 280,000); in the data active means activation above about 50%, passing the limit was not always enough; further: a part of the inactive calls stands beside numbers as strong as those of hits
P. falciparum M17LAP – P. falciparum M17LAP inhibitors, primary screen, biochemical, fluorogenic H-Leu-NHMec substrate, 1536-well (AID 1619). recombinant M17LAP, H-Leu-NHMec fluorogenic kinetic assay; higher % means a stronger effect. one-dose inhibition, % at 30 µM; IC50 in µM for titrated hits. actives 0.38% (n = 220,000);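 active means compound inhibiting the enzyme by more than half at any dose during confirmatory dose-response retesting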;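 further: plate controls were full reaction with DMSO carrier for no effect and no enzyme background for full effect; strong numbers were not always called active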
Dynein cargo inh cytoplasmic EGFP – further read-out of Dynein cargo inh, marked with its call; z-score; measured here: cytoplasmic GR-EGFP intensity; hits give high values
Dynein cargo inh nuclear GR-EGFP – also measured in Dynein cargo inh; calls as there; z-score; measured here: nuclear GR-EGFP intensity;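 lower value marks the stronger effect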
Dynein cargo inh cell count – second read-out of Dynein cargo inh, no call of its own (marks repeat the call); z-score; measured here: cell count per field
Numbers without * were called inactive; . = not tested or not shown; [ ] = another dose, or the depositor's remark. Unless noted, no stated cut-off is given here; in the data, active means inhibition above about 50%; inactive means the rest.

NOD1 NF-kB reporter,GPR55 activation,Dynein cargo inh,Dynein cargo inh cytoplasmic EGFP,Dynein cargo inh nuclear GR-EGFP,Dynein cargo inh cell count,KOR beta-arrestin-1,NOD2 inhibition,P. falciparum M1AAP,AID2073,KOR beta-arrestin-2,P. falciparum M17LAP,mol
-32%,2.9%,-0.16,0.4,0.037,0.37,-90%,4%,7%,19%,88%,5%,COc1cc2c3nnc(-c4ccc(F)cc4)c-3cn(Cc3ccc(C)cc3)c2cc1OC
-23%,0.4%,-0.24,-0.25,-0.38,0.8,-40%,15%,1%,-6%,-5.8%,-5%,CCC(C)(C)NC(=O)C(c1ccccc1)N(Cc1cccnc1)C(=O)c1csnn1 (centres undefined)
-32%,-0.1%,.,.,.,.,-9%,-35%,.,2%,2.3%,.,O=C(NC(=S)NC(CO)Cc1ccccc1)c1ccc(F)cc1 (centres undefined)
13%,-0.1%,.,.,.,.,-32%,-4%,.,5%,-2.7%,.,CC(C)C(NS(=O)(=O)c1ccccc1F)C(=O)N1CCc2ccccc2C1 (centres undefined)
-7%,0.0%,0.047,-0.33,-0.37,0.51,2%,9%,-2%,-4%,3.4%,9%,CCOC(=O)/C=C1\SCC(=O)N1CC(=O)NC(c1ccccc1)c1ccccc1
-24%,0.5%,0.71,-0.21,0.7,-1.2,-1%,21%,-3%,11%,-1.5%,13%,CCCn1nnnc1NC(=O)COc1ccc(Cl)c(C)c1
-13%,-0.1%,1,-0.25,0.66,0.025,9%,-5%,-2%,12%,-0.1%,-10%,c1ccc(-c2ccccc2-c2nc(-c3cccnc3)no2)cc1
0%,-0.1%,-0.61,-0.21,-0.29,0.83,14%,2%,3%,-1%,-0.3%,51%,Cc1cc(NS(=O)(=O)c2ccc(NC(=O)C(C)N3C(=O)c4ccccc4C3=O)cc2)nc(C)n1 (centres undefined)
-12%,0.0%,-0.71,-0.47,-0.56,-0.77,16%,4%,3%,-5%,0.8%,10%,COc1ccc(CC(=O)Nc2ccc(S(=O)(=O)Nc3ncccn3)cc2)cc1OC
-4%,1.6%,1.3,-0.27,0.93,-0.43,-25%,22%,4%,6%,1.7%,12%,COc1ccccc1N(CC(=O)NC1CCCCC1)C(=O)c1csnn1
13%,0.0%,-0.3,-0.23,0.15,0.22,-12%[20 µM],42%,8%,-27%,5.1%,19%,C/C(=N\NC(=O)CSCc1ccccc1Cl)c1cc(O)ccc1O
-1%,-0.4%,-1.5,-0.33,-0.54,1,10%,3%,1%,7%,-5.3%,4%,COc1ccc(S(=O)(=O)c2nnn(-c3cccc(Cl)c3)c2N)cc1
-52%,0.8%,-0.94,-0.09,-0.23,0.72,-59%,-38%,8%,9%,0.7%,-1%,CN1C(=O)c2cccc3c(S(=O)(=O)Nc4ccccn4)ccc1c23
3%,-0.1%,2.3,-0.085,1.3,-0.93,-56%[20 µM],7%,6%,-8%,2.9%,-1%,COc1ccc(N2CS(=O)CC2=O)cc1 (centres undefined)
-27%,-0.3%,-0.25,-0.23,0.68,-1.4,-1%,17%,6%,19%,-2.8%,13%,NNC(=O)c1ccc2ccccc2n1
22%,-0.1%,.,.,.,.,-35%[20 µM],12%,.,2%,-2.7%,.,S=C(NCc1ccccc1)Nc1nccs1
-33%,-0.2%,.,.,.,.,-31%,7%,.,4%,4.2%,.,COc1ccc(C)cc1NC(=O)Nc1ccc2c(c1)CCC2
-36%,-0.1%,1.9,-0.089,1.1,-1.6,-14%[20 µM],-10%,2%,14%,.,1%,Cn1c(CNC2CCCCC2)nc2ccccc21
-35%,-0.2%,0.24,-0.29,0.63,-0.36,-13%,0%,6%,-8%,0.7%,-1%,O=C(CNCC1CCCCC1)Nc1ccc(N2CCCCC2)cc1
-33%,-0.4%,1.9,-0.32,1,-0.84,-22%,28%,3%,9%,-2.5%,12%,CCC(C)N(C(=O)COc1ccc(NC(C)=O)cc1)C1CCS(=O)(=O)C1 (centres undefined)
-18%,-0.1%,.,.,.,.,16%,20%,.,35%,-4.3%,.,O=C(CN1C(=O)/C(=C\c2ccccc2Br)Oc2ccccc21)NCCCN1CCOCC1
-16%,0.1%,0.89,-0.14,0.99,-1.6,-6%,-10%,2%,0%,4.8%,3%,C#CCNC(=O)C1=C[C@@H](C2CCCCC2)[C@H](CCCO)[C@@H](OCC)O1
-12%,-0.1%,.,.,.,.,14%,7%,.,2%,-2.1%,.,O=C(NCCc1ccccc1)C1CCC(=O)N(Cc2ccc(Cl)cc2)C1 (centres undefined)
.,-0.3%,1.5,-0.22,-0.55,-0.49,-37%,4%,8%,-1%,3.6%,2%,Cc1cc(NC(=O)CN2C(=O)NC(C)(c3ccc(OC(F)F)cc3)C2=O)no1 (centres undefined)
-10%,-0.1%,-0.7,-0.24,-0.37,0.57,-53%,-21%,2%,-4%,-1.8%,6%,O=C(Cn1c(=O)oc2cc(S(=O)(=O)N3CCCCCC3)ccc21)NC1CCCCC1
-42%,0.2%,-0.27,-0.23,0.028,0.61,0%,0%,15%,-1%,0.2%,2%,CCCCCCNc1cc2n(c(=O)n1)CCc1cc(OC)c(OC)cc1-2
-30%,0.3%,.,.,.,.,-25%,-139%,8%,5%,7.1%,2%,Clc1ccc(-c2cc(CSc3ccccc3)on2)cc1
-26%,-0.1%,1.8,-0.063,0.62,-1.9,13%[20 µM],-10%,3%,2%,-4.2%,18%,Cc1cccc(N)c1-c1c(C)cccc1N
-3%,-0.2%,.,.,.,.,5%[20 µM],8%,.,7%,3.3%,.,CCC(C)[C@H](NC(=O)C1(c2ccccc2)CCN(C(=O)OC(C)(C)C)CC1)C(=O)N[C@@H](C(=O)O)c1ccccc1 (some centres undefined)
-1%,-0.1%,0.29,-0.11,0.58,-1,-23%,2%,8%,0%,-1.7%,3%,COc1ccc(C(=O)Nc2ccc(Cl)cc2C(=O)N2CCCC(C)C2)cc1 (centres undefined)
-15%,0.8%,-0.32,-0.21,0.18,0.38,20%,11%,11%,33%,-3.4%,0%,Cc1ccc2nc(COc3ccc(N(C)S(=O)(=O)c4ccccc4)cc3)cc(=O)n2c1
-55%,-0.2%,.,.,.,.,0%,-29%,.,-6%,-2.9%,.,Cc1nc(-c2ccc(NC(=O)C3CC3)cc2)cs1
-18%,-0.6%,-1.1,-0.3,-0.83,1.3,-21%,30%,9%,13%,-1.5%,-22%,COC(=O)C(C)n1nnc2sc(-c3ccccc3)cc2c1=O (centres undefined)
-4%,-0.2%,-0.12,-0.26,-0.051,0.27,14%,2%,1%,-2%,-2.3%,7%,COC(=O)c1c(NC(=O)COC(=O)c2ccc(C)s2)sc2c1CCCCC2
-14%,-0.1%,0.23,-0.14,-0.038,-0.46,33%,-14%,5%,5%,-3.4%,7%,O=[N+]([O-])c1cc(C(F)(F)F)ccc1NCCc1c[nH]c2ccccc12
0%,0.4%,.,.,.,.,-30%,7%,.,30%,2.8%,.,CC(C)(C)c1ccc(C(=O)NCc2nnc(SCC(=O)NCc3ccco3)o2)cc1
-8%,-0.1%,-0.36,-0.24,0.14,-0.36,2%,19%,12%,-33%,-1.8%,33%,N#CC1=C(N)NC(SCC(=O)Nc2ccccc2)=C(C#N)C12CCCC2
-13%,-0.2%,2.7,-0.24,1.5,-1.6,-32%,12%,9%,-9%,-0.8%,20%,COc1cc2c(cc1OC)CN(C(=O)c1ccc(S(=O)(=O)N3CCCCC3)cc1)CC2
4%,-0.2%,.,.,.,.,-23%,11%,.,-2%,-2.8%,.,COc1cc(-c2nn3c(-c4ccco4)nnc3s2)cc(OC)c1OC
25%,0.2%,-0.098,-0.28,0.64,0.12,8%,9%,-6%,-23%,-0.3%,1%,CNC(=S)N(CCc1c(C)[nH]c2ccc(C)cc12)Cc1cc(OC)c(OC)c(OC)c1
-28%,-0.1%,0.3,-0.13,0.43,0.0061,-3%,-74%,1%,15%,-0.6%,-10%,Cc1cc(C)c2c(N)c(-c3nc4ccccc4[nH]3)sc2n1
-22%,-0.2%,0.75,-0.26,0.44,-0.53,13%,-10%,3%,-12%,1.3%,18%,O=C(NC(=S)NCc1ccc2c(c1)OCO2)c1ccccc1
-1%,0.0%,-3,-0.055,-1.4,-0.8,0%,-2%,5%,-2%,-1.6%,5%,Cc1ccc(N2C(=O)CC(Sc3ncn[nH]3)C2=O)cc1 (centres undefined)
-12%,-0.3%,0.28,-0.19,0.22,0.15,-12%,5%,-1%,4%,-5.0%,21%,CSc1n[nH]c(/N=C/c2oc(O)c3ccccc23)n1
-21%,-0.1%,1.1,0.58,0.77,-1.8,-10%,9%,14%,47%,4.5%,8%,CC1CCCC2(C1)NC(=S)c1c(sc3c1CCCC3)N2 (centres undefined)
-6%,0.2%,0.4,-0.49,0.43,-0.13,-4%,-2%,2%,-7%,2.1%,-5%,CC(C)CC(=O)N1CCC(O)(CS(=O)(=O)Cc2ccc(Cl)cc2)CC1
-24%,0.2%,-0.63,-0.27,-0.53,0.87,-1%[20 µM],2%,4%,1%,.,9%,CC1=C(C)CC(C(=O)N2CCN(C/C=C/c3ccccc3)CC2)C(C(=O)O)C1 (centres undefined)
-16%,-0.6%,0.78,-0.25,0.55,-0.35,13%,9%,1%,2%,-5.6%,7%,CCOC(=O)c1ccc(NC(=O)CN2C(=O)C(CC)SC(CC)C2=O)cc1 (centres undefined)

Pulled by compound from the entries so far:
NOD1 NF-kB reporter,GPR55 activation,Dynein cargo inh,Dynein cargo inh cytoplasmic EGFP,Dynein cargo inh nuclear GR-EGFP,Dynein cargo inh cell count,KOR beta-arrestin-1,NOD2 inhibition,P. falciparum M1AAP,AID2073,KOR beta-arrestin-2,P. falciparum M17LAP,mol
-55%,-0.2%,.,.,.,.,0%,-29%,.,-6%,-2.9%,.,Cc1nc(-c2ccc(NC(=O)C3CC3)cc2)cs1
-21%,-0.1%,1.1,0.58,0.77,-1.8,-10%,9%,14%,47%,4.5%,8%,CC1CCCC2(C1)NC(=S)c1c(sc3c1CCCC3)N2 (centres undefined)

Screening results (PubChem)

Not all compounds are listed; rates above refer to the full screens.
